Screens: PubChem, National Center for Advancing Translational Sciences (NCATS)
BLM inh = inhibitors of human Bloom syndrome helicase BLM | P54132 | recombinant BLM DNA unwinding, fluorescence dequenching | Potency, µM (highest dose often 56.1 µM), without a hit: top-dose activity change, negative = inhibition, hits mostly inhibitors | actives 0.2% (n = 350,000) | AID 2528;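 note: plate controls were vehicle for no effect and no enzyme for full effect; nearly all actives have a fitted effect of over 35% in size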
BAZ2B inh = blocks human BAZ2B; AlphaScreen BAZ2B-H3K14Ac peptide displacement; Potency, µM (titrated, usually from 114 µM), inactives show at the highest dose activity change, negative = inhibition, usual class: inhibitors; actives 4.4% (n = 360,000); AID 504333; note: % is set by controls: 0 for no effect and ±100 for the full control effect; nearly all actives have a fitted effect of over 60% in size
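AlphaScreen displacement of biotin-H3(5-23)K14Ac peptide (50 nM final) from BAZ2B (50 nM final) in PBS pH 7.4, 0.01% Tween-20; complex preformed 30 min RT, then compounds (top 110 uM) 30 min RT, beads 20 min dark.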
GLS inhibitor = glutaminase GLS (human) inhibition. O94925. GLS enzymatic activity, qHTS titration. Potency, µM (highest dose often 45.5 µM), for the others: at the top dose activity change, negative = inhibition, most hits filed as inhibitors. actives 0.21% (n = 410,000); note: % is set by controls: 0 for no effect and ±100 for the full control effect
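Human kidney-isoform GLS in 45 mM KH2PO4 pH 8.2, 0.02% Tween-20, with compound, started with 1mM L-Glutamine (added stock). Glutamate oxidase/HRP/Amplex red coupled fluorescence read at start and after 30 min at RT.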
JMJD2A Tudor = inhibitors of human JMJD2A Tudor domain; O75164; AlphaScreen JMJD2A-Tudor / H3K4me3 peptide binding; Potency, µM (titrated, usually from 114 µM), for inactives: at the highest dose activity change, negative = inhibition, actives largely listed as inhibitors; actives 4.4% (n = 390,000); note: % is set by controls: 0 for no effect and ±100 for the full control effect; nearly all actives have a fitted effect of over 50% in size
Pin1 inhibitor = blocks the human prolyl isomerase Pin1. Pin1 FP peptide displacement, HiFluor488, 10 min. actives 0.009% (n = 390,000). Q13526. Potency, µM (titrated, usually from 115 µM), for the others: top-dose activity, negative = inhibition, most hits filed as inhibitors; active = well fitted inhibition curve with a large enough effect in the polarisation, with a control signal flat, not every such curve was filed as active; inconclusive = small, poorly fitted or top-dose-only effect, or effect the other way, or a change in a side signal; inactive = no such curve, though single readings can be large or run the other way; the % refers to the polarisation; note: % is set by controls: 0 for no effect and ±100 for the full control effect
HP1b chromo inh = blocks HP1-beta chromodomain binding to methylated histone tails | AlphaScreen HP1-beta / biotin-H3K9me3 peptide binding | Potency, µM (top dose mostly 114 µM), for inactives: at the highest dose activity change, negative = inhibition, actives largely listed as inhibitors | actives 0.56% (n = 390,000) | AID 540317; note: nearly all actives have a fitted effect of over 70% in size; inactives centre near 23
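AlphaScreen: HP1-beta (50 nM) preformed 30 min with biotin-H3(1-18)K9me3 peptide (50 nM) in PBS pH 7.4, 0.01% Tween-20. Compound added for 30 min at RT, then streptavidin donor/nickel chelate acceptor beads (10 ug/mL) for 30 min.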
Tb PGK inh = T. brucei PGK inhibition; P07378; PGK/GAPDH coupled, Kinase-Glo luminescence, 60 min; Potency, µM (titrated, usually from 57.5 µM), inactives show at the top dose activity change, negative = inhibition, usual class: inhibitors; actives 0.043% (n = 380,000); AID 602233; note: % is set by controls: 0 for no effect and ±100 for the full control effect; nearly all actives have a fitted effect of over 60% in size
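Luminescent ATP detection (Kinase-Glo Plus) follows a 60-minute room-temperature incubation, with wells lacking PGK as controls. Buffer: 100 mM TEA (pH 7.6), 5 mM MgCl2, 0.01% Tween-20. Coupling enzyme GAPDH (100 nM final) supplies unstable 1,3-BPG in-well.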
G9a block = G9a (human) methyltransferase inhibition. G9a H3K9 monomethylation, AlphaScreen, 2 h. Potency, µM (doses to about 102 µM), for inactives: at the top dose activity, negative = inhibition, hits mostly inhibitors. actives 8.8% (n = 350,000); note: % is set by controls: 0 for no effect and ±100 for the full control effect; nearly all actives have a fitted effect of over 75% in size
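Signal arises when biotinylated H3K9 peptide, once monomethylated, bridges streptavidin donor and antibody-captured acceptor beads. Enzyme at 20 nM was preincubated 15 min with test compounds; peptide 500 nM and SAM 20 uM then reacted for 2 h.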
POLI inh = DNA polymerase iota (human) inhibition | Q9UNA4 | Pol iota fluorescent replication assay, 10 min | Potency, µM (series often up to 115 µM), without a hit: top-dose activity, negative = inhibition, most hits filed as inhibitors | actives 1% (n = 390,000)
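Fluorescent replication assay read twice, at 0 min and 10 min after adding 50 nM (final) substrate. Enzyme (10 nM) and compounds were first incubated 15 min at room temperature; enzyme-free buffer wells were negative controls.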
Numbers without * were called inactive; i = inactive; ? = inconclusive; · = not tested or not shown; [ ] = another dose, or the depositor's remark. Unless noted, calls come from the whole dose curve; as a rule, active = well fitted curve in the direction sought with a large enough effect; inconclusive = small, poorly fitted or top-dose-only effect, or another doubt; inactive = no such curve, though single readings can be large; an effect the other way counts as inactive or inconclusive. Potency is the fitted concentration of half-maximal effect.

smiles	BLM inh	BAZ2B inh	GLS inhibitor	JMJD2A Tudor	Pin1 inhibitor	HP1b chromo inh	Tb PGK inh	G9a block	POLI inh
Cc1c(C#N)c(O)n(CCO)c(=O)c1N=Nc1ccc(S(N)(=O)=O)cc1	0%	79µM*	2%	-10%	19%	32%	-5%	-50%[59 µM]	25%
CCN(CC(=O)Nc1ccccc1C(F)(F)F)C(=O)CCOc1ccccc1C	·	7%	0%	12%	-2%	23%	-9%	-19%	-4%
Fc1c(F)c(F)c(NC2=NCCCCC2)c(F)c1F	-1%	2%	-4%	2%	0%	24%	-12%	8%	70%[activator]
O=c1c2ccccc2ncn1/N=C/c1ccccc1	0%	1%	11%	5%	1%	21%	-11%	9%	0%
CCN(CC)c1ccc(C(=O)NCc2ccc3c(c2)CCN3C(C)=O)cc1	3%	-17%	4%	-27%	3%	33%	-4%	-28%[59 µM]	40%[activator]
O=C(Nc1ccc(N2CCOCC2)c(Cl)c1)c1cccc(F)c1	-22%	15%	8%	-17%	-1%	-4%	-5%	-35%[2.33 µM]	12%
Nc1nc(-c2ccc(Cl)cc2)nn1C(=O)c1ccco1	-3%	?	-1%	-9%	7%	33%	0%	5%	7%
COc1ccccc1C(=O)NCCCNC(=O)c1cccnc1	-2%	5%	4%	-7%	1%	29%	-3%	12%	20%
CCOC(=O)/C=C1\SCC(=O)N1CC(=O)NCCc1ccc(F)cc1	-3%	9%	-6%	7%	24%	36%	0%	-24%	73%[activator]
CCOc1cc(C(=O)N=c2sccn2C)ccc1OC(F)F	0%	2%	-1%	-10%	-4%	32%	-1%	·	25%
CN(C)C(CNC(=O)c1cc2ccccc2oc1=O)c1ccccc1 (stereo unspecified)	-7%	-9%	-5%	-18%	1%	-16%	-4%	9%	-12%
Cc1ccc(SC(C)C(=O)NC(N)=O)c(C)c1 (stereo unspecified)	-6%	-3%	-2%	-10%	-7%	41%[activator]	0%	4%	25%
COC1(NC(=O)c2ccccc2)C(C)=CC(=O)C=C1C	-14%	-1%	18%	-18%	-13%	?	i	45µM*	67%[activator]
COc1cc(NC(=O)c2ccco2)c(OC)cc1NC(=O)Nc1ccc(Cl)cc1	-6%	-31%	0%	-18%	-4%	-2%	·	0%[59 µM]	6%
Cc1cccc(CN(C(=S)Nc2c(C)cccc2C)c2cccnc2)c1	-1%	79µM*	2%	-16%	?	23%	-3%	?	173%[activator]
CCn1c(N)c(C(=O)COC(=O)CCc2nc3ccccc3c(=O)[nH]2)c(=O)[nH]c1=O	·	-1%	-1%	7%	3%	36%	-9%	?	1%
Cc1ccc(S(=O)(=O)NCCCOC(=O)Nc2ccncc2)cc1	-1%	1%	-8%	-7%	2%	30%	-6%	-31%	-1%
CC1Cc2ccccc2N1S(=O)(=O)c1cccc2nsnc12 (stereo unspecified)	-6%	?	-1%	?	-7%	?	·	?	-6%
CC(C)N(Cc1ccccc1)C(=S)Nc1cccnc1	-9%	-7%	6%	-8%	1%	13%	-2%	17%[59 µM]	83%[activator]
CCc1ccc(NC(=O)C2CCCN2c2nn3c(=O)cc(C)nc3s2)cc1 (stereo unspecified)	-2%	8%	-5%	-4%	-7%	63%[activator]	i	22%	-13%

Rewritten with the structure last: entries from further up.
| BLM inh | BAZ2B inh | GLS inhibitor | JMJD2A Tudor | Pin1 inhibitor | HP1b chromo inh | Tb PGK inh | G9a block | POLI inh | canonical_smiles |
| --- | --- | --- | --- | --- | --- | --- | --- | --- | --- |
| -14% | -1% | 18% | -18% | -13% | ? | i | 45µM* | 67%[activator] | COC1(NC(=O)c2ccccc2)C(C)=CC(=O)C=C1C |
| -1% | 1% | -8% | -7% | 2% | 30% | -6% | -31% | -1% | Cc1ccc(S(=O)(=O)NCCCOC(=O)Nc2ccncc2)cc1 |
| -6% | -3% | -2% | -10% | -7% | 41%[activator] | 0% | 4% | 25% | Cc1ccc(SC(C)C(=O)NC(N)=O)c(C)c1 (stereo unspecified) |

Further results follow.
smiles	BLM inh	BAZ2B inh	GLS inhibitor	JMJD2A Tudor	Pin1 inhibitor	HP1b chromo inh	Tb PGK inh	G9a block	POLI inh
CCCc1c(O)nc(SC2CC(=O)N(c3ccc(C)c(Cl)c3)C2=O)[nH]c1=O (stereo unspecified)	·	·	12%	-7%	-2%	·	-2%	·	14%
COc1ccc(CN2CCC(C)CC2)cc1OCc1ccccc1	3%	1%	-1%	-19%	2%	9%	-5%	21%	-17%
Cc1cc(C)c(NC(=O)Cn2nnc3sc4c(c3c2=O)CCC(C(C)(C)C)C4)c(C)c1 (stereo unspecified)	3%	-9%	16%	-15%	-3%	16%	·	-7%[59 µM]	10%
NC(=O)[C@@H]1CCCNc2c(I)cc([N+](=O)[O-])cc2C(=O)N[C@@H](CO)C(=O)N[C@@H](Cc2ccc(O)cc2)C(=O)N1	-1%	-35%	-2%	-26%	11%	19%	-5%	45µM*	-5%
O=S(=O)(c1ccc(F)cc1)N1CCN(Cc2ccccc2C(F)(F)F)CC1	-8%	28µM*	13%	?	-17%	?	7%	10µM*	14%
O=C(COC(=O)c1cccc(-n2cnnn2)c1)c1ccccc1	0%	-5%	-2%	2%	-4%	38%	-6%	23%	-12%
Clc1nnc2ccc(-c3ccccc3)nn12	2%	8%	0%	-10%	2%	28%	-2%	14%[59 µM]	4%
CCCCN(C)Cc1c(O)ccc2c(-c3ccccc3)cc(=O)oc12	3%	13%	22%	14%	-1%	49%[activator]	9%	11%[12.7 µM]	-12%
CCOCCCNC(=O)C(NC(=O)c1ccc(=O)[nH]c1)c1ccc(Cl)cc1 (stereo unspecified)	0%	49%[activator]	1%	-4%	-1%	33%	1%	7%	20%
O=C(Nc1ccc2c(c1)OCCO2)c1ccccn1	-2%	-16%	-1%	-14%	1%	3%	-2%	12%	-2%
Cc1ccc(OCC(=O)Nc2ccccc2F)cc1	·	·	0%	27%	-5%	34%[activator]	2%	·	100%[activator]
CC(O)CN(Cc1cccc(Cl)c1)CC(C)O (stereo unspecified)	-2%	56µM*	3%	3.5µM*	0%	-25%	1%	?	18%
Fc1ccccc1OCCCn1ccnc1	1%	-10%	-6%	-5%	1%	24%	-8%	30%	-5%
CCOC(=O)c1c(NC(=O)c2cccs2)sc(C)c1CC	-8%	222%[activator]	13%	79%[activator]	22%	183%[activator]	-5%	230%[activator]	-2%
Cc1ccccc1C(=O)c1cccn1CC(=O)NCCCN1CCCCC1	-1%	-4%	-10%	-13%	3%	56%[activator]	0%	10%	32%[activator]
CCNC(=O)NC(=O)C(C)OC(=O)CCCc1nc2ccccc2s1 (stereo unspecified)	1%	10%	17%	-8%	2%	35%	-1%	13%	14%
O=C(C1=C[C@@H](C2CC2)C[C@@H](OCc2ccc(CO)cc2)O1)N1CCN(Cc2ccccc2)CC1	0%	-9%	4%	-30%	0%	5%	7%	14%[59 µM]	20%
COc1ccccc1N1CCN(S(=O)(=O)c2cc(C)sc2C)CC1	-6%	4%	6%	-5%	-3%	43%[activator]	-6%	-5%	12%
CCOc1cc(/C=C(\C#N)C(=O)Nc2ccccc2C(=O)O)ccc1OC(=O)c1ccc(C)cc1	-16%	2%	-10%	50µM*	0%	14%	-3%	·	2%
O=C(Cn1nnc(-c2ccccc2F)n1)Nc1ccc(S(=O)(=O)NC2CCCC2)cc1	3%	-1%	2%	-10%	68%[activator]	31%	4%[11.5 µM]	-3%	-21%
CCOC(=O)N1CCc2c(sc3c2c(=O)n(Cc2ccccc2)c(=O)n3CC(=O)Nc2cccc(CC)c2)C1	-10%	-37%	-7%	-22%	-2%	9%	-3%	1%[59 µM]	33%[activator]
COc1ccccc1NC(=O)c1ccccc1NC(=O)c1ccccc1	0%	-3%	-5%	11%	-4%	40%[activator]	4%	-31%[59 µM]	17%
CN(CC(=O)Nc1cccc(F)c1)C(=O)c1ccc(NC2CC2)c([N+](=O)[O-])c1	·	?	8%	?	-9%	?	-3%	-6%[59 µM]	22%
COc1ccc(C2C(=O)N(C3CCCCC3)CC(=O)N2CCC2=CCCCC2)cc1 (stereo unspecified)	-1%	4%	-1%	-11%	-4%	6%	-4%	?	-6%
Cc1ccc(-n2nc3c(c2NC(=O)c2cccs2)CS(=O)(=O)C3)cc1C	-5%	15%	-8%	-8%	20%	34%	i	11%	2%
CCN(CC)S(=O)(=O)c1ccc(F)c(C(=O)NCCCN2CCOCC2)c1	-1%	-2%	4%	5%	-6%	28%	-8%	-30%[12.7 µM]	4%
COc1cc(C2SCC(=O)N2Cc2ccccc2)cc(OC)c1OC (stereo unspecified)	-2%	3%	-3%	-10%	-2%	41%[activator]	i	16%	6%
CCC(CC)C(=O)Nc1cccc(-c2ccc3nncn3n2)c1	0%	-35%	1%	-13%	8%	10%[57 µM]	-10%	-15%	18%
Cc1ccc(-c2ccc(SCC(=O)c3ccccc3)nn2)cc1	1%	-1%	16%	13%	15%	19%	5%	35µM*	9%
Cc1ccc(C(C(=O)NC2CCCCC2)N(C(=O)CCCC(=O)Nc2ccccn2)c2ccc3c(c2)OCCO3)cc1 (stereo unspecified)	-7%	6%	1%	-20%	-5%	22%	-8%	-17%[59 µM]	24%
O=C(Cn1c(=O)n(-c2ccccc2)c(=O)c2ccc(C(=O)NCc3ccc4c(c3)OCO4)cc21)Nc1ccc(F)cc1	-5%	·	2%	-14%	30%	33%	9%	?	-2%
O=C(Nc1cccc(F)c1)C1CCCN(S(=O)(=O)c2ccccc2)C1 (stereo unspecified)	-3%	-14%	-3%	-7%	0%	34%	-10%	-7%	-19%
CC1(C)CN(c2ccc(F)cc2)C1=O	2%	1%	9%	-10%	-6%	24%	-6%	5%	73%[activator]

2 of these compounds, set out differently:
CCOC(=O)N1CCc2c(sc3c2c(=O)n(Cc2ccccc2)c(=O)n3CC(=O)Nc2cccc(CC)c2)C1
  BLM inh: -10% | BAZ2B inh: -37% | GLS inhibitor: -7% | JMJD2A Tudor: -22% | Pin1 inhibitor: -2% | HP1b chromo inh: 9% | Tb PGK inh: -3% | G9a block: 1%[59 µM] | POLI inh: 33%[activator]
CC1(C)CN(c2ccc(F)cc2)C1=O
  BLM inh: 2% | BAZ2B inh: 1% | GLS inhibitor: 9% | JMJD2A Tudor: -10% | Pin1 inhibitor: -6% | HP1b chromo inh: 24% | Tb PGK inh: -6% | G9a block: 5% | POLI inh: 73%[activator]

An excerpt; the hit share may differ from the screen's.
